UPR CHOP act: activators of apoptotic CHOP UPR arm, primary screen, cell-based, CHO-CHOP luciferase reporter, luminescence, uHTS; UPR activation; percent of tunicamycin response over DMSO baseline; 330,000 compounds, 0.34% hits; AID 449763, 2010; activation, % at 10 µM;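 active = at 10 µM dose, activation of 40% or more, normalized to positive control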;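 note: 100% = tunicamycin at 10 µg/mL and 0% = DMSO alone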
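Assay system: CHO-CHOP cells, stable luciferase reporter of PERK-eIF2a-CHOP signalling / Buffer or medium: F12 plus 10% serum / Compound dosing: one dose, 10 µM in 0.5% DMSO / Times: 6 h compound treatment, 37 °C / Technique: luciferase luminescence / Read-out: % reporter activation, DMSO baseline versus tunicamycin full activation / Benchmarks: tunicamycin and DMSO controls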
NALP3 yeast inh: NALP3 inflammasome inhibitors in reconstituted yeast, primary screen, luminescence, uHTS; Yeast reconstituted NLRP3/ASC/caspase-1, beta-gal luminescence, 24 h; inhibition, % at 10 µM; 330,000 compounds, 0.39% hits; AID 2825, 2010;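 active = inhibition of 50% or more; inactive = inhibition below 50%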;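 note: plate controls were induced DMSO wells for no effect and uninduced yeast grown without galactose for full effect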
APJ ag: agonists of human apelin receptor APJ, primary screen, CHO-K1 cells, PathHunter beta-arrestin, luminescence | P35414 | 0% DMSO wells, 100% apelin | activation, % at 20 µM | 330,000 compounds, 0.11% hits;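 active = activation more than six SD over the plate average, tested at 20 µM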;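 note: 0% = DMSO alone and 100% = apelin-13 at 10 nM; some results filed as inactive read as strong as hits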
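Test system: CHO-K1 APJ beta-arrestin complementation cell line | Compound: Single test compound dose, 20 µM final, 1% DMSO | Incubation: Compound 90 min 25 °C, reagent 1 h | Measured by: beta-gal luminescence | Read-out basis: APJ–arrestin association signal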
UPR XBP1 act: activators of adaptive XBP1 UPR arm, primary screen, cell-based, CHO-XBP1 luciferase reporter, luminescence, uHTS | activation, % at 20 µM | IRE1-XBP1 UPR activation; percent of tunicamycin response, DMSO as zero | AID 463104, 2010 | 330,000 compounds, 0.33% hits;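 active = versus positive control, 20 µM dose yields 30% or more activation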;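 note: 100% = tunicamycin at 10 µg/mL and 0% = DMSO only wells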
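Material: IRE1-XBP1 luciferase reporter CHO line / Quantity: one thousand reporter cells per well / Buffer or medium: F12 with 10% serum / Compound: 20 µM single concentration, DMSO 1% / Times: 6 h treatment, 37 °C / Detection: Steady-Glo luciferase glow luminescence, 10 min after reagent addition / Benchmarks: tunicamycin high, DMSO low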
tim10-1 inh: growth inhibitors of tim10-1 mutant yeast, primary screen, luminescence, uHTS; S. cerevisiae tim10-1 ts strain growth, BacTiter-Glo, 24 h; AID 463190, 2010; inhibition, % at 20 µM; 330,000 compounds, 2.2% hits;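 active = inhibition of at least 40%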;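 note: mutant grown at 25 °C; 0% = DMSO wells with yeast and 100% = wells holding no yeast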
TIM10 inh: growth inhibitors of isogenic TIM10 control yeast, primary screen, counter-screen for tim10-1 yeast inhibitor project, luminescence, uHTS. S. cerevisiae TIM10 strain growth, BacTiter-Glo luminescence, 24 h. inhibition, % at 10 µM. 330,000 compounds, 1.4% hits;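 active = inhibition of 40% or more at the single tested concentration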;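 note: wild-type TIM10 isogenic control strain grown at permissive 25 °C; 0% = DMSO yeast wells and 100% = minimal medium wells without yeast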
Mdm2 MdmX PPI: inhibitors of human Mdm2-MdmX association, primary screen, cell-based, luminescence, split luciferase, SaOS-2, uHTS. Protein Mdm4 (Homo sapiens) + E3 ubiquitin-protein ligase Mdm2 (Homo sapiens), …. 330,000 compounds, 3% hits. SaOS-2 split-luciferase Mdm2/MdmX complementation. AID 485346, 2010. inhibition, % at 8 µM;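 active = inhibition of at least 50% at 8 µM in the primary screen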
Target sequence (O15151 whole entry, looked up): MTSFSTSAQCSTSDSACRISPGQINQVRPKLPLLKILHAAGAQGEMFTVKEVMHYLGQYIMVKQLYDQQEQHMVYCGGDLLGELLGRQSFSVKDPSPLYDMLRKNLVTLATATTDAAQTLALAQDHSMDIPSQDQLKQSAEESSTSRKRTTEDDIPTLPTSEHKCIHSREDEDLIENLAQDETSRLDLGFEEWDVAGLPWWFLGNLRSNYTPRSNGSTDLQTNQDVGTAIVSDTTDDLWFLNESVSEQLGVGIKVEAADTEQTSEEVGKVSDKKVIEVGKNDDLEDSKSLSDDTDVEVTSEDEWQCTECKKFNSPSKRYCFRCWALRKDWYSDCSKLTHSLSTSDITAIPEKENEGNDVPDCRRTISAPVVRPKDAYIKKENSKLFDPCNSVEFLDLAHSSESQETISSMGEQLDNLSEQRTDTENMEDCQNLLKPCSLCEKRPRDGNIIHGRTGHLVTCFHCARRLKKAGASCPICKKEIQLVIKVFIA
Target sequence (Q00987 whole entry, looked up): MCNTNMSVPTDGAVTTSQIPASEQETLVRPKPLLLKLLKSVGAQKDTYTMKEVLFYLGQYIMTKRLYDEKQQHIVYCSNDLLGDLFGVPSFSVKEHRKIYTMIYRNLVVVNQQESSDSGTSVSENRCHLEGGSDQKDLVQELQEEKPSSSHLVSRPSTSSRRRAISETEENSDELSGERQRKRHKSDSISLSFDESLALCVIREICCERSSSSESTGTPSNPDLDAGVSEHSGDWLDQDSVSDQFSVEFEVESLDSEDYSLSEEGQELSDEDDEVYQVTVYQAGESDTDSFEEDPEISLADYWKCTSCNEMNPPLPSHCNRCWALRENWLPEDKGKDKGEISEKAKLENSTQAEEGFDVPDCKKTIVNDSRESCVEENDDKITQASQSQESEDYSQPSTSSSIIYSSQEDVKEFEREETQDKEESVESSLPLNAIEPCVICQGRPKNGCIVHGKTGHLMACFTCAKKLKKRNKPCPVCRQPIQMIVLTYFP
tim23-1 inh: growth inhibitors of tim23-1 mutant yeast, primary screen, luminescence, uHTS; S. cerevisiae tim23-1 growth, BacTiter-Glo luminescence, 24 h; 330,000 compounds, 1.3% hits; inhibition, % at 20 µM;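 active = growth inhibition of the mutant yeast at or above 50%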;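 note: temperature-sensitive mutant grown at 25 °C; plate controls were DMSO-treated mutant yeast for no effect and medium wells lacking yeast for full effect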
NR3A LBD binder: binders of NR3A ligand-binding domain, primary screen, biophysical, differential scanning fluorimetry, uHTS; NR3A LBD differential scanning fluorimetry, Tm shift; 0% = protein alone, 100% = glycine-bound protein; Tm shift relative to glycine control, % at 25 µM; 340,000 compounds, 2.5% hits;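 active = melting temperature shift of at least 10% of the positive control shift, at one fixed dose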
* marks the source's active call; other numbers are inactive results.

Start of the data: the first 3 entries (preview)
SMILES	UPR CHOP act	NALP3 yeast inh	APJ ag	UPR XBP1 act	tim10-1 inh	TIM10 inh	Mdm2 MdmX PPI	tim23-1 inh	NR3A LBD binder
C/C(=N\NC(=O)c1ccc([N+](=O)[O-])cc1)c1c(O)cc(C)oc1=O	1.4	21.3	-4.1	3.3	-3.5	15.8	-22.8	2.8	1.1
COC(=O)COc1ccc2c(c1)O/C(=C\c1cccc([N+](=O)[O-])c1)C2=O	2.6	6.3	-0.8	-6.1	27.0	27.1	17.2	25.7	6.8
Cc1cc(Cl)ccc1OCC(=O)Nc1ccncc1	2.2	15.3	-0.2	-2.5	-12.0	-34.7	15.8	-150.7	-3.5

The whole of this part (from the top)
SMILES	UPR CHOP act	NALP3 yeast inh	APJ ag	UPR XBP1 act	tim10-1 inh	TIM10 inh	Mdm2 MdmX PPI	tim23-1 inh	NR3A LBD binder
C/C(=N\NC(=O)c1ccc([N+](=O)[O-])cc1)c1c(O)cc(C)oc1=O	1.4	21.3	-4.1	3.3	-3.5	15.8	-22.8	2.8	1.1
COC(=O)COc1ccc2c(c1)O/C(=C\c1cccc([N+](=O)[O-])c1)C2=O	2.6	6.3	-0.8	-6.1	27.0	27.1	17.2	25.7	6.8
Cc1cc(Cl)ccc1OCC(=O)Nc1ccncc1	2.2	15.3	-0.2	-2.5	-12.0	-34.7	15.8	-150.7	-3.5
O=C(c1cccc(NS(=O)(=O)c2ccccc2)c1)N1CCN(c2ccccc2)CC1	3.2	4.2	-3.9	0.2	7.1	-7.9	-0.5	9.8	-1.4
CC(=O)N1N=C(C)CC1c1ccc(OCc2ccccc2)cc1 (stereo not drawn)	0.1	15.9	-3.2	-4.5	21.2	14.9	0.3	26.9	-0.8
CN(Cc1ccccc1)C(=O)c1ccccc1C(=O)OCC(=O)N(Cc1ccccc1)C(C)(C)C	3.2	1.0	-3.7	-1.9	13.8	13.4	-12.3	19.9	-1.7
Cc1ccc(CN2CC(C(=O)OCc3ccccc3Cl)CC2=O)cc1 (stereo not drawn)	-0.2	7.6	5.8	-3.3	12.7	12.2	6.6	21.1	0.3
CCCCN(C(=O)CSc1nc2ccccc2s1)c1c(N)n(CCCC)c(=O)[nH]c1=O	-0.7	7.8	3.3	0.5	16.0	-7.4	-4.7	6.9	-0.6
Cc1nn2c(COc3ccc(NC(=O)c4ccccc4)cc3)nnc2c2ccccc12	-0.2	-6.1	-2.4	7.8	10.8	5.1	20.7	8.6	-0.3
Cc1nc2c([nH]1)C1(CCN(Cc3ccccc3)CC1)C(C#N)=C(N)O2	-3.1	-1.1	2.2	-0.3	3.8	5.0	-9.7	17.3	-0.2
CCOC(=O)N1CCN(C(=O)Cn2ncc3c2-c2ccccc2OC3)CC1	2.6	2.9	4.9	0.3	-12.6	0.6	-8.3	-1.4	3.8
C=CCSc1nc(C)c(Cc2cccc3ccccc23)c(=O)[nH]1	0.8	14.1	-1.8	-1.7	22.6	12.4	-0.4	15.8	-3.8
CC(C)CN(C(=O)c1cc(Cl)nc2ccccc12)c1c(N)n(Cc2ccccc2)c(=O)[nH]c1=O	-0.3	6.0	1.5	-0.6	21.4	-5.0	-4.4	12.6	-2.4
COc1cc(OC)c(OC)cc1/C=C1\CCC/C(=C\c2cc(OC)c(OC)cc2OC)C1=O	2.1	-11.8	4.2	6.7	31.3	23.5	66.9*	33.1	4.7
CCCCC(=O)NC(=O)NC(c1ccccc1)c1ccccc1	0.6	2.1	-2.5	0.7	20.0	26.3	7.1	21.0	-3.1
N#Cc1nc(-c2ccc(OCc3ccc(Cl)cc3)cc2)oc1N1CCOCC1	2.1	-9.5	25.2*	1.1	3.7	-5.0	55.3*	-11.0	-0.8
Cc1ccc(NC(=S)NCc2ccco2)c(C)c1	-0.5	6.6	1.5	-5.7	15.9	22.7	0.5	21.4	1.1
O=C(NNC(=O)c1ccc(F)cc1F)c1ccc(-n2cnnn2)cc1	-0.7	-2.2	1.4	-5.0	-23.4	0.3	3.9	-7.7	-0.9
CCOc1ccc(NC(=S)Nc2cccc3ccccc23)cc1	1.5	20.1	23.4	1.4	35.8	18.4	3.5	12.1	-6.2
Cc1cccc2[nH]c3c(N4CCC5(CC4)OCCO5)ncnc3c12	2.7	2.1	2.7	0.4	50.7*	22.4	20.3	32.8	-1.1
CCCc1nnc(NC(=O)COc2ccc3c(c2)OCO3)s1	1.0	17.6	0.0	-1.4	-26.8	0.1	-1.4	9.3	-0.1
Cc1c(C)[n+](=O)c(-c2ccc(F)cc2)c(C)n1[O-]	3.2	-1.4	-1.9	2.7	11.3	0.3	-22.1	7.1	-0.2
O=[N+]([O-])c1ccc(N2CCN(S(=O)(=O)c3ccccc3)CC2)cc1NCc1cccnc1	0.5	21.2	-3.9	2.6	9.0	4.5	31.0	3.4	-6.0
CNCc1cc(Br)c(OCC(=O)Nc2ccccc2OC)c(OC)c1	0.7	22.0	0.2	-1.7	7.9	8.5	20.0	8.6	-1.4
Cc1cccc(NC(=S)N/N=C2\CC(C)(C)Oc3ccc(O)cc32)c1	4.2	24.0	-3.5	6.1	36.7	33.8	39.2	10.7	-1.0
CCOP(=O)(OCC)C(Nc1ccccc1)c1cccnc1 (stereo not drawn)	-0.1	9.7	-5.3	2.1	-3.2	-5.7	35.3	2.0	0.8
CCCC(=O)Nc1nnc(COC)s1	0.6	6.5	0.4	-0.4	5.6	-14.3	-18.9	1.5	1.7
Cn1c(SCC(=O)NC2CC2)nnc1C(F)(F)F	1.4	8.0	7.3	-1.1	-0.7	6.9	-29.6	0.2	1.4
Cc1ccc(OCC(=O)N2CCc3ccccc32)cc1	1.6	49.3	-6.4	0.7	17.0	2.4	-162.2	19.9	1.4
OCC1(Cc2ccccc2)CCN(Cc2cccc(F)c2F)CC1	-0.2	24.4	-0.4	0.5	-3.9	6.8	-1.1	19.2	-1.7

Quoted at random: 2 records from the list, in no set order.
SMILES	UPR CHOP act	NALP3 yeast inh	APJ ag	UPR XBP1 act	tim10-1 inh	TIM10 inh	Mdm2 MdmX PPI	tim23-1 inh	NR3A LBD binder
CNCc1cc(Br)c(OCC(=O)Nc2ccccc2OC)c(OC)c1	0.7	22.0	0.2	-1.7	7.9	8.5	20.0	8.6	-1.4
Cc1ccc(OCC(=O)N2CCc3ccccc32)cc1	1.6	49.3	-6.4	0.7	17.0	2.4	-162.2	19.9	1.4

New compounds follow
SMILES	UPR CHOP act	NALP3 yeast inh	APJ ag	UPR XBP1 act	tim10-1 inh	TIM10 inh	Mdm2 MdmX PPI	tim23-1 inh	NR3A LBD binder
CC1CN(C(=O)N(C)C)CCN1C(=O)N(C)C (stereo not drawn)	-3.3	-2.7	-4.0	-6.9	-4.3	-3.4	31.9	-4.9	0.1
O=C(NCCc1nc2ccccc2[nH]1)c1cc([N+](=O)[O-])cc([N+](=O)[O-])c1	0.4	16.6	4.5	-0.1	20.8	10.0	-22.1	6.7	11.1*
CCC1(c2ccccc2)NC(=O)N(CC(=O)NCc2ccncc2)C1=O (stereo not drawn)	-0.5	2.8	-1.0	2.0	-8.6	-19.6	6.6	0.3	0.4
CC(=O)Nc1ccc(S(=O)(=O)NCCSc2ccccn2)cc1	-3.3	5.3	3.6	-0.8	5.5	4.0	-3.1	16.7	1.3
CCN1C(Nc2ccccc2)=NC[C@@H]1C	-1.2	7.4	-4.7	-0.4	3.9	10.4	1.5	13.4	-1.0
Cc1cccc(N(Cc2ccccc2)C(=O)c2ccccc2F)c1	2.3	-9.5	-0.2	1.6	-5.5	-6.2	-7.8	20.9	-1.6
COc1ccc(C(=O)NN2CCCCC2)cc1OC	-0.7	2.7	-1.1	2.5	2.5	-8.9	-5.0	19.7	-1.1
O=C(CNC(=O)c1ccc2ccccc2c1)NC1CCCCC1	0.0	-7.6	-2.9	1.9	-74.8	-2.2	20.1	1.1	0.3
O=C(NCc1ccccc1)C(=O)NCC1CCCN1S(=O)(=O)c1cccs1 (stereo not drawn)	-0.2	0.3	-0.4	2.3	1.2	-1.8	19.2	10.2	-2.6
O=C(Nc1nc2n(n1)C(c1ccc(Cl)cc1)CC(c1ccc(Cl)cc1)N2)c1ccco1 (stereo not drawn)	1.2	22.3	-2.4	-3.6	19.7	21.7	13.1	17.9	-5.8
COc1ccc(C2=Nc3cc(C)ccc3OC2)cc1	0.8	20.6	2.0	-1.6	19.3	9.3	-68.9	18.3	-2.7
Cc1ccc(C(=O)OCc2cc(=O)n3ccsc3n2)s1	5.1	30.9	-1.1	3.2	15.2	6.8	-6.3	24.7	1.8
O=[N+]([O-])c1cccc(/C=N/Nc2cc(Cl)nc(-c3ccccc3)n2)c1	3.0	14.0	2.4	4.3	4.1	-0.2	66.3*	-2.4	28.0*
O=C(CCc1ccccc1)N=C1SC2CS(=O)(=O)CC2N1c1ccc(F)cc1 (stereo not drawn)	-1.5	22.9	-2.3	-5.1	-8.2	2.0	-7.6	3.0	-1.5
N/C(=N\O)c1ccccc1N1CCCCC1	-0.8	4.0	0.5	-1.3	21.6	2.1	-6.5	15.7	-1.5
CC1CCC/C(=N/NC(=O)c2ccccc2-n2cccc2)C1 (stereo not drawn)	-1.2	16.2	1.3	-4.3	8.7	7.6	-2.8	26.2	-0.7
Cc1noc(C)c1COC(=O)c1cccc(S(=O)(=O)N2c3ccccc3CC2C)c1 (stereo not drawn)	-1.7	9.4	-2.2	-0.3	22.8	22.6	12.6	5.3	1.2
COc1ccc(S(N)(=O)=O)cc1C(=O)OCCCC(=O)c1ccccc1	1.1	1.6	-3.1	1.7	-6.8	-9.7	-0.3	-6.8	0.3
CCCC(=O)C1=C(N2CCCCC2)CC(C)(C)C(C(=O)OC)C1=O (stereo not drawn)	1.4	-2.4	-4.3	-0.3	2.8	-3.5	-11.6	-12.0	0.3
C/C(=N\NC(=O)Cc1cccn1C)c1cccc2ccccc12	-1.4	-0.2	-0.4	-0.9	33.7	5.3	-7.2	16.3	3.2
COc1cccc(N2CCN(C(=S)Nc3cc(C)cc(C)c3)CC2)c1	-0.6	-82.0	-3.4	-0.5	-13.4	-14.8	38.1	-26.3	1.4
O=C(NCc1cccnc1)c1cn(CCc2ccccc2)nn1	0.3	19.5	6.9	1.3	4.8	-6.3	-18.4	7.0	1.7
CC(CN1CCOCC1)OC(=O)C(c1ccccc1)c1ccccc1 (stereo not drawn)	-0.5	-1.7	-3.2	-0.2	4.9	-3.1	-30.7	-9.4	0.3
COc1cccc(CNC(=O)C2CCN(Cc3cnn(-c4ccccc4)c3-n3cccc3)CC2)c1	-1.1	8.9	-1.3	1.2	20.2	2.9	9.2	8.1	-0.1
CCOc1ccc(-c2cnc(NCc3cccc4ccccc34)n2CCOC)cc1	3.8	35.3	7.8	1.6	21.8	29.4	88.2*	35.2	-1.2

Source: PubChem BioAssay (Sanford-Burnham Center for Chemical Genomics)

Compounds as they come. About 8.2% of those tested had a hit in this group.
